Abeta yeast res: qHTS for compounds that reverse cellular toxicity of Amyloid beta (A-beta) peptide in yeast: Primary Screen | yeast expressing A-beta42, growth rescue, OD600, 48 h; response scale: 0% DMSO, 100% iron-clioquinol control | Potency, µM (top dose mostly 46.1 µM), for inactives: at the highest dose growth rescue, usual class: activators | actives 0.063% (n = 410,000); note: potency is the fitted concentration of half-maximal effect; nearly all actives have a fitted effect of over 55% in size
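Growth rescue measured by 600 nm absorbance after 48 h yeast culture at 30 C with compound. Values normalized between DMSO and an equimolar ferric chloride plus clioquinol control.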
FUS yeast rescue: qHTS for Suppressors of FUS Proteinopathy: Primary screen using FUS-linked yeast assay; S. cerevisiae FUS-expressing, growth rescue, OD600, 24 h; Potency, µM (series often up to 76.6 µM), inactives show top-dose growth rescue (activation), hits mostly activators; actives 0.24% (n = 390,000); AID 1347120, 2019;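 note: potency is the fitted concentration of half-maximal effect; plate controls were DMSO vehicle for no effect and reference control for full effect; nearly all actives have a fitted effect of over 55% in size; some results filed as inactive show a strong effect at the top dose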
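Cultures pregrown in 2.5% raffinose medium are shifted to minimal medium containing 2% galactose to express toxic FUS. Compounds are tested at several concentrations. After 24hr at 30C, growth is quantified at 600 nm absorbance.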
IL2 activator: qHTS of IL-2 Activators | IL-2 activation reporter assay, cell-based qHTS; stimulated with anti-CD3/CD4/CD28 beads; in transgenic mouse T cells | activation, % (series mostly up to about 46 µM) | actives 0.065% (n = 360,000); in the data active = activation above about 50%; inconclusive = mostly about 30% to 49%; note: 0% is about no effect
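Using fluorescent plate cytometry, EGFP and DsRed are detected in transgenic mouse T cells stimulated 18 h at 37 degrees C with antibody-coated beads after 60 min compound pretreatment.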
EPAC1 agonist: qHTS for Agonist of cAMP-regulated guanine nucleotide exchange factor 3 (EPAC1): primary screen. AID 720707, 2013. actives 0.073% (n = 360,000). Potency, µM (series often up to 154 µM), for inactives: at the highest dose activation, usual class: activators. EPAC1 agonist qHTS, biochemical assay; response scale: 100% = response to 6.5 mM cAMP; note: potency is the fitted concentration of half-maximal effect; nearly all actives have a fitted effect of over 60% in size
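Normalized to 6.5 mM cAMP, activity reflects EPAC1-catalysed release of BODIPY-GDP from Rap1B, followed kinetically over 30 min at 480 nm excitation, 540 nm emission. Reaction contained 100 nM EPAC1, 250 nM Rap1B-BODIPY-GDP, 50 uM GDP.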
PLK1 PBD block: qHTS for Inhibitors of PLK1-PDB (polo-like kinase 1 - polo-box domain): Primary Screen; actives 2.8% (n = 360,000); Plk1 PBD binding of FITC phosphopeptide, fluorescence polarization; Potency, µM, for inactives: max response, negative = inhibition, hits mostly inhibitors; Serine/threonine-protein kinase PLK1 (Homo sapiens), P53350; note: potency is the fitted concentration of half-maximal effect; series mostly up to about 57 µM; % is set by controls: 0 for no effect and ±100 for the full control effect; nearly all actives have a fitted effect of over 65% in size
Target sequence (P53350 whole entry, looked up, the tested form may be a part): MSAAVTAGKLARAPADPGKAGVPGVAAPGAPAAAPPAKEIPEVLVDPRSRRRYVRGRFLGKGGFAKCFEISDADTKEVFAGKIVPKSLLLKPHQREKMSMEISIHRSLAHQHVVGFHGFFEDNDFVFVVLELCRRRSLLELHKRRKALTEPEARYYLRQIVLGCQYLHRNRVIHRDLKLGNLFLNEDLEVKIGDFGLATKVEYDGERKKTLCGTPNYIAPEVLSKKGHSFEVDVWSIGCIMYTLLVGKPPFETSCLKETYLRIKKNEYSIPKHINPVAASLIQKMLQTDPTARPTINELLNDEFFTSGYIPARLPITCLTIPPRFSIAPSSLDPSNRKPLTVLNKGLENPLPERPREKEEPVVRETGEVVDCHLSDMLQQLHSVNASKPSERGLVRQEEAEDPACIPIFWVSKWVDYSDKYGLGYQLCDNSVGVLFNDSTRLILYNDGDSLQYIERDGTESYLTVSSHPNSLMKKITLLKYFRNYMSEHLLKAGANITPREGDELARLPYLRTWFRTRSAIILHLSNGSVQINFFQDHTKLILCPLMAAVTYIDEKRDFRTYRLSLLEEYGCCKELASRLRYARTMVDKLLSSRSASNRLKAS
WRN helicase inh: qHTS for Inhibitors of WRN Helicase. Bifunctional 3'-5' exonuclease/ATP-dependent helicase WRN (Homo sapiens), Q14191. WRN helicase unwinding, fluorescent forked duplex, kinetic. Potency, µM (series often up to 114 µM), for the others: at the top dose activity change, negative = inhibition, hits mostly inhibitors. actives 0.46% (n = 360,000). AID 651768, 2012; note: potency is the fitted concentration of half-maximal effect; % is set by controls: 0 for no effect and ±100 for the full control effect; nearly all actives have a fitted effect of over 55% in size
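Primary qHTS, 1536-well format. 20 nM WRN + compound, 15 min RT; start with 100 nM forked fluorophore/quencher duplex, 2 mM ATP (final); kinetic read ex 525/em 598 nm.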
EPAC1 antag: qHTS for Antagonist of cAMP-regulated guanine nucleotide exchange factor 3 (EPAC1): primary screen. Rap guanine nucleotide exchange factor 3 (Homo sapiens), O95398. EPAC1 GEF assay, Rap1b-BODIPY-GDP exchange fluorescence. Potency, µM (doses to about 115 µM), without a hit: at the top dose activity change, negative = inhibition, usual class: inhibitors. actives 0.14% (n = 360,000). AID 720709, 2013;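 note: potency is the fitted concentration of half-maximal effect; plate controls were vehicle for no effect and positive control for full effect; nearly all actives have a fitted effect of over 50% in size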
PI5P4K alpha inh: qHTS for Inhibitors of phosphatidylinositol 5-phosphate 4-kinase (PI5P4K); max response, %; PI5P4Kalpha enzyme, ADP-Glo luminescence, 60 min; stronger effect = lower value; actives 1.2% (n = 330,000); Phosphatidylinositol 5-phosphate 4-kinase type-2 alpha (Homo sapiens), P48426; active = max response of -50% or lower; inconclusive = between -30% and -50%; inactive = -30% or higher; note: value at the top dose of about 77 µM; % is set by controls: 0 for no effect and ±100 for the full control effect
Target sequence (P48426 whole entry, looked up): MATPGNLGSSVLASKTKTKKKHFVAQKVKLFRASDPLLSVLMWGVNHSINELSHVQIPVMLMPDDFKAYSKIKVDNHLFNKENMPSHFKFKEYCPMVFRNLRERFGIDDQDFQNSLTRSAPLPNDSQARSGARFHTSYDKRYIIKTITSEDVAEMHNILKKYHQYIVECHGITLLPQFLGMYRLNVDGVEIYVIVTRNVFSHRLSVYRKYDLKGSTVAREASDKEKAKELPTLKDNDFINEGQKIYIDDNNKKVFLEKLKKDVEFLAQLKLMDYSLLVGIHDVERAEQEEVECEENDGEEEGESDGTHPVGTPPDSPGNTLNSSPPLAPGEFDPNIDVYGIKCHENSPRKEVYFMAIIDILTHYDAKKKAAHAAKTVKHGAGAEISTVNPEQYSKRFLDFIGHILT
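PI5P4Kalpha ADP-Glo assay; 5 microM ATP final; 60 min RT reaction; HEPES pH 7.4/EGTA/CHAPS, 5% DMSO; controls lacking substrate or enzyme; luminescent end-point.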
Active calls of the source: *; ? = inconclusive; nt = no result given; [ ] = another dose, or the depositor's remark. Unless noted, calls come from the whole dose curve; as a rule, active = well fitted curve in the direction sought with a large enough effect; inconclusive = small, poorly fitted or top-dose-only effect, or another doubt; inactive = no such curve, though single readings can be large; an effect the other way counts as inactive or inconclusive.

molecule | Abeta yeast res | FUS yeast rescue | IL2 activator | EPAC1 agonist | PLK1 PBD block | WRN helicase inh | EPAC1 antag | PI5P4K alpha inh
O=C(COc1ccccc1[N+](=O)[O-])Nc1ccc(Br)cc1 | -3% | 13% | 0.8 | -10% | -11% | 3% | -17% | 0
CSCCC(NC(=O)c1ccco1)C(=O)NCC(C)(C)N1CCOCC1 (stereo unspecified) | -11% | -26% | -0.5 | -6% | -1% | 8% | -5% | 7
Cc1ccccc1C(=O)N1CCC(C(=O)Nc2ccccn2)CC1 | -13% | 10% | -0.4 | -5% | -17% | -29% | -17% | 3
O=C(Nc1ccc(Cc2ccncc2)cc1)c1ccc(S(=O)(=O)N2CCCC2)cc1 | 2% | 8% | -0.8 | 7% | 2% | -17% | -4% | -1
CN1C(=O)/C(=C/c2cc(N=Nc3ccccc3)ccc2O)SC1=S | -19% | 8% | 5.0 | 5% | ? | -13% | 15% | nt
Cc1ccc(C(O)c2nc3ccccc3n2C)cc1 (stereo unspecified) | -3% | -10% | -2.2 | 2% | 3% | 7% | 3% | 3
CCCCC(=O)NC(=S)Nc1ccc(Cl)c(C(=O)O)c1 | -15% | 8% | -0.9 | 10% | -12% | -5% | -16% | -11
Cc1[nH]n2cnnc2c(=O)c1Br | -3% | -8% | 0.2 | -5% | -2% | -3% | -11% | -51*
Cc1ccc2c(c1)C(c1ccccc1)CC(=O)O2 (stereo unspecified) | 4% | 5% | -3.0 | -2% | 3% | 3% | 11% | 1
COc1ccc(NC(=O)c2cc(-c3cc(F)ccc3OC)n[nH]2)c(C)c1 | -9% | 11% | 0.0 | 3% | 2% | -8% | -18% | 3
COc1ccccc1CN1CC(C(=O)NCCn2ccc(C)n2)CCC1=O (stereo unspecified) | 0% | 5% | -2.0 | 6% | 2% | 5% | 23% | 7
CCN(CC)CCCNc1nc2ccccc2[nH]1 | ? | -21% | -1.7 | 2% | -2% | 0% | -9% | -1
CN1CCN(NC(=O)c2cccc(Br)c2)CC1 | -5% | nt | -2.5 | -9% | 0% | 15% | 5% | 20
COc1cc(OC)c(C(=O)Nc2ccc3ccccc3c2)cc1OC | -16% | 14% | 2.4 | 6% | -2% | -21% | -7% | 6
O=C(N/N=C/C=C/c1ccccc1)c1ccccc1Br | -4% | 4% | -3.2 | 4% | -1% | -5% | 16% | -1
Nc1ccnn1Cc1ccc(Br)s1 | -4% | nt | 0.2 | 0% | 5% | -19% | 2% | -3
COC(=O)c1ccc(-n2c(C)cc(-c3csc(NC(=O)c4ccc(S(=O)(=O)N(C)C)cc4)n3)c2C)cc1 | 10% | ? | -0.1 | -9% | -4% | -3% | 13% | ?
Cc1cc(C)n(CC(O)CN(c2cccc([N+](=O)[O-])c2)S(=O)(=O)c2ccccc2)n1 (stereo unspecified) | -6% | 14% | -0.9 | -9% | 2% | -9% | -1% | 6
C[C@@H]1CN([C@H](C)CO)C(=O)CCCn2nncc2CO[C@H]1CN(C)C(=O)CCC(F)(F)F | 13% | -10% | 1.5 | -10% | -2% | 3% | 7% | 5
COc1ccc(-c2noc(=O)n2Cc2ccccc2F)cc1 | 10% | -18% | 0.2 | 8% | -5% | -3% | -3% | -1
COc1ccc(-c2nc(N3CCC(C)CC3)[nH]c(=O)c2C#N)cc1 | -2% | -7% | -2.4 | 3% | -14% | 2% | 13% | nt
O=S(=O)(NCCN1CCOCC1)c1ccc(Cl)c(Cl)c1 | -1% | -24% | -0.6 | 1% | -16% | 8% | -13% | 4
COc1ccc(S(=O)(=O)Nc2ccc(S(=O)(=O)N(C)C)cc2)cc1[N+](=O)[O-] | 20% | nt | -0.4 | 1% | -10% | -9% | ? | 4
CC(C)NC(=O)Cn1c(SCC(=O)N2CCc3ccccc3C2)nc2ccccc21 | 3% | 12% | -1.0 | 0% | -6% | 2% | 8% | nt
CC(C[N+](C)(C)C)OC(N)=O (stereo unspecified) | -15% | -27% | 2.2 | -10% | -9% | 2% | -1% | -5
Cc1ccc(S(=O)(=O)NCC(=O)OCC(=O)NCc2ccc(F)cc2)cc1 | -6% | 6% | -2.8 | -5% | 2% | 11% | 16% | -1
CC1CC(C)CN(CCCNC(=O)c2c(O)nc3ccccn3c2=O)C1 (stereo unspecified) | 6% | 8% | 0.1 | 6% | 5% | -2% | 1% | -5
CCCC[C@@H]1CC2=C(C(=O)OC(C)(C)O2)[C@H](c2ccc(C(C)C)cc2)O1 | 3% | 17% | -0.8 | -8% | -3% | -5% | -12% | 20
CS(=O)(=O)N(CC(=O)Nc1cccc([N+](=O)[O-])c1)c1cccc(F)c1 | 24% | -5% | 0.0 | 0% | -15% | 3% | -10% | 2
O=C(CNC(=O)OCc1ccccc1)NC(Cc1cnc[nH]1)C(=O)O (stereo unspecified) | 5% | nt | 1.6 | -6% | -4% | 3% | 2% | 0
COc1ccc(NC(=S)NC(NC(=O)c2ccc(Cl)cc2Cl)C(Cl)(Cl)Cl)c([N+](=O)[O-])c1 (stereo unspecified) | -12% | 6% | -2.1 | 9% | -10% | -12%[57.1 µM] | -3% | nt
O=C(CCCc1ccccc1)Nc1cccc(C(=O)O)c1 | 2% | 2% | 2.0 | 0% | 0% | 7% | 4% | 3
O=C(Cn1ncc(Cl)c(Cl)c1=O)N1CCOCC1 | -6% | 4% | -0.7 | 7% | -2% | 3% | -7% | 1
COC(=O)c1cc2nc(-c3ccccc3)cc(C)n2n1 | -13% | -10% | -0.3 | 4% | -26% | -22% | -10% | -22
COC(=O)CCC(=O)Nc1ccc(NC(C)=O)cc1 | -2% | -20% | 0.1 | -8% | 1% | 6% | -3% | 4
Cc1cc(C)c2nc(NC(=O)c3ccc4c(c3)OCO4)sc2c1 | -24% | 15% | -1.7 | -5% | -6% | -13%[57.1 µM] | 9% | nt
COc1ccc(S(=O)(=O)Nc2ccccc2-c2nnn(CC(=O)Nc3ccccc3OC)n2)cc1 | 3% | nt | -0.2 | 13% | 0% | -3% | -11% | 0
COC(=O)C1=C(O)/C(=C\c2ccc(CNS(=O)(=O)c3ccccc3)o2)N=C1C | 6% | 23% | 3.4 | -4% | -16% | ? | 16% | -4
O=C(NCc1cccs1)c1cnn2cccnc12 | -11% | 14% | -1.7 | -2% | -4% | -3% | 11% | nt
CCOc1ccc(NC(=O)CSc2n[nH]c(N)n2)c([N+](=O)[O-])c1 | -21% | 18% | -2.5 | 6% | -8% | 3% | -4% | 3
Cc1ccc(C(=O)NCCc2ccc(S(N)(=O)=O)cc2)o1 | 3% | 14% | 0.5 | 17% | -6% | 12% | -2% | -1
CC(=O)c1ccc(NC(=O)CSc2nccn2CCc2ccccc2)cc1 | 11% | -3% | -0.2 | -3% | -8% | 2% | 6% | 0
OCCNCc1cccc2ccccc12 | 0% | -15% | 0.1 | 6% | -4% | -10%[57.1 µM] | 5% | 2
N#CC(C(=O)Nc1ccccc1)=C1Nc2ccccc2N1 | 7% | 7% | 2.3 | 4% | -4% | -8% | -5% | 1
COC(=O)Cn1c(C(=O)N2CCCC2)cc2c1C[C@H]1CN(C(=O)c3ccccc3)[C@@](Cc3ccc(F)cc3)(C(=O)OC)[C@@H]21 | 6% | ? | -0.4 | 13% | 6% | 3% | -23% | -2
COc1ccc(N(CC(=O)N2CCN(Cc3ccccc3)CC2)S(C)(=O)=O)cc1Cl | -6% | -13% | 0.9 | 5% | -8% | 5% | 8% | 6
Cc1ccc(NS(=O)(=O)c2c(C)[nH]c(=O)[nH]c2=O)cc1F | 6% | -12% | -0.7 | -5% | 5% | 5% | -9% | -7
COc1ccc(NC(=O)COc2ccc(C(=O)c3ccc(F)cc3)cc2)cc1S(N)(=O)=O | -16% | ? | -2.6 | -4% | -4% | -8% | -15% | -15
COc1cc2c3c(cccc3c1)C(=O)N(CCN1CCCC1)C2=O | -3% | -21% | -4.4 | 6% | -8% | 6% | 3% | 4
CC(=O)Nc1cc2c(cc1[N+](=O)[O-])-c1ccccc1C2=NO | 0% | nt | -1.2 | 5% | 0% | -3% | 1% | -5

The closing two entries of the section above come first, to join the parts.
molecule | Abeta yeast res | FUS yeast rescue | IL2 activator | EPAC1 agonist | PLK1 PBD block | WRN helicase inh | EPAC1 antag | PI5P4K alpha inh
COc1cc2c3c(cccc3c1)C(=O)N(CCN1CCCC1)C2=O | -3% | -21% | -4.4 | 6% | -8% | 6% | 3% | 4
CC(=O)Nc1cc2c(cc1[N+](=O)[O-])-c1ccccc1C2=NO | 0% | nt | -1.2 | 5% | 0% | -3% | 1% | -5
O=C(Cc1ccccc1)Nc1ccc(NC(=O)c2cccnc2)cc1 | 6% | 9% | -0.5 | 3% | -1% | -6% | 1% | -3
CCCCOCCCNC(=O)COc1ccccc1 | 10% | -6% | -1.5 | 1% | 52%[activator] | -4% | 0% | nt
N#Cc1c(NC(=O)CSc2nc(N)cc(=O)[nH]2)sc2c1CCCC2 | -16% | ? | 0.4 | 1% | ? | -19% | -9% | -23
N#CCCN(Cc1cccnc1)S(=O)(=O)c1ccc(S(=O)(=O)NC2CCCCC2)cc1 | 9% | -1% | -2.6 | 2% | -2% | -12% | 5% | nt
Cc1nonc1NC(=O)OCCN1CCOC1=O | -1% | 3% | -1.4 | -1% | 4% | 9% | 5% | nt
Cc1nonc1NC(=O)CSc1cn[nH]n1 | -19% | -16% | -0.3 | 3% | -11% | -34% | -13% | -9
COc1ccc(NC2CCCN(C(=O)c3ccc4[nH]c(C)c(C)c4c3)C2)cc1 (stereo unspecified) | 7% | 16% | 3.3 | 7% | -3% | 2% | -7% | 0
CCOc1ccccc1CN1CCNC(=O)C1CC(=O)N(C)Cc1nonc1C (stereo unspecified) | 9% | 10% | 0.1 | -4% | -14% | -2% | -22% | 1
N/C(Cc1ccc(Cl)cc1Cl)=N\OC(=O)c1ccccc1F | -93%[inhibitor] | 3% | -3.4 | 11% | 0% | -6% | -18% | 23
CCCCOC(=O)c1ccc(N=Nc2c(C)c(C#N)c(O)[nH]c2=O)cc1 | 5% | 2% | 107* | -10% | -4% | -20% | -5% | ?
CSCc1cccc(C(=O)OC(C)C(=O)Nc2c(C)n(C)n(-c3ccccc3)c2=O)c1 (stereo unspecified) | 2% | 2% | -0.1 | -5% | -2% | 0% | 13% | -2

Outcome played no part in choosing rows. Share with any hit: about 4.1%.
